Source: PubChem BioAssay
MBD2 DNA inh: inhibitors of human MBD2 binding to methylated oligonucleotide. Q9UBB5. TR-FRET. inhibition, % at 4.4 µM. actives 0.31% (n = 370,000). AID 686964; in the data active = inhibition above about 13%
GC-B act: GC-B (human) receptor activation. P20594. HEK293-GC-B cells, CNP EC30, cGMP TR-FRET; 0% at EC30 CNP, 100% saturating CNP. activation, % at 10 µM. actives 0.11% (n = 370,000). AID 1920062;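 active = activation at 10 µM reaching about 35% in either raw or pattern-adjusted values, limit read from the data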
HTRA1 inhibitor: HTRA1 (human) protease inhibition; recombinant HTRA1, FP-rhodamine activity-based probe, fluorescence polarization; Q92743; actives 0.5% (n = 340,000); inhibition, % at 5.96 µM; in the data active = inhibition above about 36%;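 also: 0% = enzyme with DMSO and 100% = wells lacking enzyme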
Target sequence (Q92743 whole entry, looked up): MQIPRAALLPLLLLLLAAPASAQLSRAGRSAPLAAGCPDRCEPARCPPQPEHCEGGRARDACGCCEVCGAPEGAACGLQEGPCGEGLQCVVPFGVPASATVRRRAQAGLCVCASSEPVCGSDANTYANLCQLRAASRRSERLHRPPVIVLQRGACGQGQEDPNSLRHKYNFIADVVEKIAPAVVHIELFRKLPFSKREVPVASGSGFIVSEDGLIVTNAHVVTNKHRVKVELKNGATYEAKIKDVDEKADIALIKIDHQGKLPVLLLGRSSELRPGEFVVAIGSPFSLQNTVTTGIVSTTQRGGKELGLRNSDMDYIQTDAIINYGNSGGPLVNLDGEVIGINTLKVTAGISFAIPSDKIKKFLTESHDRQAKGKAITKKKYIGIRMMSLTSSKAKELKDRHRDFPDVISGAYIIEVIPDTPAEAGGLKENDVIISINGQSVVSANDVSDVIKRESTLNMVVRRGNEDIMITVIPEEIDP
rCAG binder: r(CAG) repeat RNA binding; inhibition, % at 3 µM; actives 1.3% (n = 370,000); TO-PRO-1 dye displacement fluorescence;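 active = inhibition above the plate cutoff, the mean of all test compounds on that plate plus 3 SD, cut at about 35% in these data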;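 also: 0% = DMSO alone and 100% = 100 µM mitoxantrone as full dye displacement; higher means more dye released from RNA so lower well fluorescence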
UHRF1 binding: UHRF1 methyl-DNA binding inhibition. UHRF1 binding to methylated oligo, TR-FRET. inhibition, % at 4.4 µM. AID 687016. actives 0.75% (n = 370,000); in the data active = inhibition above about 21%;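 also: UHRF1 SRA domain binding a hemimethylated CpG hairpin DNA probe; 0% = median of test compound wells and 100% = reference inhibitor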
TCR-CD3 inh: human TCR-CD3 binding inhibition. TAMRA-labeled TCR probe fluorescence, biochemical. inhibition, % at 9.4 µM. actives 0.37% (n = 360,000). AID 651800; in the data active = inhibition above about 19%;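 also: recombinant mutant TCR 2C K166C tagged with TAMRA read by polarization; 0% = receptor in buffer alone and 100% = receptor with positive control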
SIAE inh: blocks human sialic acid acetylesterase; inhibition, % at 9.66 µM; actives 0.69% (n = 370,000); SIAE FP-Rh probe binding, fluorescence polarization; AID 1053197; Q9HAT2;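 active = inhibition above a cutoff: mean of compounds within the control limits plus 3 SD of those, cut at about 17% in these data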;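 also: 0% = plate median of compound wells and 100% = probe without SIAE protein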
Target sequence (Q9HAT2 whole entry, looked up): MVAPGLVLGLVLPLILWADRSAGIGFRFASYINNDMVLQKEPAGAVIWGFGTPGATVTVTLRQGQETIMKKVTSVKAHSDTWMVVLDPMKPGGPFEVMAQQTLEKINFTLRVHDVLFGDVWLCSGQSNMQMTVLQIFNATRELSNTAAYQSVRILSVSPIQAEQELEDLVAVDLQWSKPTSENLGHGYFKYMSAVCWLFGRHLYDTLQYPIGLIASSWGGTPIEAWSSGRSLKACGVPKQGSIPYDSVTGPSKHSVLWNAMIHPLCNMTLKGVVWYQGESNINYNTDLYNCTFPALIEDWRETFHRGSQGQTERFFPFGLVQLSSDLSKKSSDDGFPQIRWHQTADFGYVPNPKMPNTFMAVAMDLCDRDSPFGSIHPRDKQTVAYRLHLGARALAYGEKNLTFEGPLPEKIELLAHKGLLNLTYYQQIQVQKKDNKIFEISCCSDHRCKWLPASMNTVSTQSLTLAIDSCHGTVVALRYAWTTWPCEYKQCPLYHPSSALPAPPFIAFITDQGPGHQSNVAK
NPR1 activator: GC-A (human) enzyme activation; AID 1671463; actives 0.14% (n = 370,000); HEK293 GC-A cells, cGMP TR-FRET, EC30 ANP; 0% at EC30 ANP, 100% saturating ANP; activation, % at 10 µM; in the data active = activation above about 40%
PRMT1 inh: PRMT1 (human) inhibition, primary screen | AID 652257 | Q99873 | actives 1.3% (n = 370,000) | recombinant PRMT1, activity-based probe fluorescence polarization | inhibition, % at 2.79 µM;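 active = inhibition above about 21% made by adding two undisclosed values, limit read from the data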
mABHD4 FP: inhibits mouse alpha/beta hydrolase domain 4. Q8VD66. purified mABHD4, FP-Rh probe fluorescence polarization. inhibition, % at 8.92 µM. actives 0.54% (n = 370,000). AID 720543;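 active = inhibition exceeding the mean over every tested compound plus 3 SD, cut at about 30% in these data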;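 also: 0% = plate median of compound wells and 100% = S159A mutant with DMSO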
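System: mouse ABHD4 enzyme, wild type / Medium: HEPES pH 7.0, NaCl, Pluronic buffer / Reagent: FP-Rh activity-based fluorescent probe / Control set: S159A mutant high control, sample median low control / Detection: fluorescence polarization with parallel and perpendicular emission, 525/598 nm / Schedule: 45 min + 60 min at 25 °C / Compound dosing: 8.92 µM, single dose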
Active calls of the source: *; nt = not tested or not shown. This is a subset; rates above refer to the full screens.

SMILES	MBD2 DNA inh	GC-B act	HTRA1 inhibitor	rCAG binder	UHRF1 binding	TCR-CD3 inh	SIAE inh	NPR1 activator	PRMT1 inh	mABHD4 FP
O=[N+]([O-])c1ccccc1CN1CCN(Cc2ccccn2)CC1	-2.1	-0.5	2.8	0.2	0.5	4.5	2.5	5.7	1.6	11.0
COc1ccc(CNCCCO)cc1OC	0.9	5.0	-1.0	-2.7	0.5	1.2	-3.3	2.8	-1.1	3.7
C#CCNC(=O)[C@H](Cc1ccc(C(=O)c2ccccc2)cc1)NC(=O)OC(C)(C)C	2.2	-3.2	-14.8	-6.2	1.8	6.2	2.7	-0.6	0.1	-1.3
COc1ccc(Cl)c(Cn2c(NCc3ccco3)nc3c2c(=O)n(C)c(=O)n3C)c1	3.2	2.8	-2.7	-0.7	0.6	2.6	1.6	2.4	3.2	-0.2
COCCCNC(=O)CCCN1C(=O)c2cccnc2Sc2ccccc21	6.9	-6.7	1.8	-0.3	1.1	-5.8	0.0	3.0	8.3	-19.0
COc1ccc(CCCc2nc3ccccc3[nH]2)cc1	-0.2	3.1	2.4	-2.0	1.4	-1.5	-3.8	-1.9	-3.2	1.8
Cc1ccc(OCC(=O)Nc2ccc(-c3nnc(-c4ccco4)o3)cc2)cc1	-5.6	-4.9	3.9	2.3	-1.2	-6.9	32.9*	9.1	-1.0	-4.5
O=C(CN1C(=O)/C(=C/c2ccccc2Cl)SC1=S)NC1C=CS(=O)(=O)C1 (centres undefined)	-10.0	-3.8	4.4	13.4	-10.9	-17.8	-3.7	3.5	9.8	-12.9
COc1ccccc1NC(=O)COC(=O)c1cc(C)oc1C	-0.3	-4.9	-8.1	-0.6	0.5	3.1	-3.6	-1.8	0.3	-0.6
CC(=O)NCCc1csc(-c2ccccc2)n1	2.5	1.2	-4.8	0.6	0.4	-1.2	1.9	1.6	-0.9	6.4
Cc1ccc(S(=O)(=O)NCC(=O)N(CC(=O)NCC2CCCO2)C2CCCC2)cc1 (centres undefined)	1.2	-4.6	-5.8	-3.8	1.0	-0.6	-3.3	-1.8	0.2	8.9
COC(=O)C[C@H]1C=C[C@H](NC(=O)Nc2ccccc2)[C@@H](CO)O1	0.3	-0.1	nt	3.1	3.5	-6.6	-2.2	-2.7	5.9	-7.0
CCOC(=O)c1c(NC(=O)CN(CC)CC)sc2c1CCN(C(=O)OCC)C2	1.3	4.4	-30.6	-8.5	-4.1	-3.8	11.7	4.7	-0.7	7.3
Cc1ccccc1OCc1csc(N)n1	3.1	1.9	2.8	-0.3	1.6	8.2	-9.5	-1.3	-3.4	-5.7
N#CCCN(CCC#N)C(=O)c1ccc(Cl)cc1	1.5	3.7	9.6	1.6	0.2	6.6	0.2	2.1	0.3	1.5
COc1ccccc1N1CCN(C(=O)Cc2ccc(Cl)cc2)CC1	0.2	-5.4	10.6	-5.7	4.8	-6.5	1.5	-13.3	7.6	-6.9
CC(OC(=O)CCCN1C(=O)c2ccccc2C1=O)C(=O)Nc1ncc(Cl)cc1Cl (centres undefined)	8.6	-9.4	6.3	-3.5	11.5	-2.7	-6.5	-0.9	-0.5	-3.3
O=C(NCC(c1cccs1)N1CCOCC1)c1cc(S(=O)(=O)N2CCOCC2)ccc1Cl (centres undefined)	0.7	1.1	-2.5	2.8	-0.5	6.0	5.5	-5.8	-0.2	-1.1
CCO[C@H]1OC(C(=O)O)=C[C@@H](c2ccc3c(c2)OCO3)[C@@H]1CCCO	-1.5	-2.5	4.5	13.3	-0.1	-1.4	0.0	-2.9	-3.2	-11.7
NC(=O)c1c(NC(=O)CSc2nnc(-c3ccco3)n2-c2ccccc2)sc2c1CCC2	8.8	-2.2	-24.3	14.2	19.8	8.8	1.8	-10.5	17.6	11.1
COc1cc(NC(=O)c2oc3ccccc3c2C)ccc1NC(=O)c1ccco1	-1.3	-3.1	-32.5	7.2	-1.5	2.9	3.6	3.8	-1.0	-8.8
CCOc1ccc(-c2noc(-c3ccncc3)n2)cc1OCC	3.9	-1.6	-2.1	-7.2	0.5	-6.6	2.1	0.1	0.8	-1.8
CN1CCN(CC(=O)N(C)c2nc(-c3ccccc3)cs2)CC1	-0.7	-0.9	2.3	-1.8	0.0	3.8	4.2	4.2	1.1	4.7
COc1cccc(CN2CCN(Cc3ccc(C#CC(C)(C)O)s3)CC2CCO)c1 (centres undefined)	-1.8	-11.0	2.7	-10.8	-0.6	3.0	6.2	0.7	-1.8	4.5
O=C(CSc1nnc(COc2ccc(Cl)cc2)o1)OC1CCCCC1	2.0	17.1	-17.9	-6.2	0.6	3.5	-1.3	76.1*	0.1	-6.8

Next part, overlapping the part above by 3 compounds.
SMILES	MBD2 DNA inh	GC-B act	HTRA1 inhibitor	rCAG binder	UHRF1 binding	TCR-CD3 inh	SIAE inh	NPR1 activator	PRMT1 inh	mABHD4 FP
CN1CCN(CC(=O)N(C)c2nc(-c3ccccc3)cs2)CC1	-0.7	-0.9	2.3	-1.8	0.0	3.8	4.2	4.2	1.1	4.7
COc1cccc(CN2CCN(Cc3ccc(C#CC(C)(C)O)s3)CC2CCO)c1 (centres undefined)	-1.8	-11.0	2.7	-10.8	-0.6	3.0	6.2	0.7	-1.8	4.5
O=C(CSc1nnc(COc2ccc(Cl)cc2)o1)OC1CCCCC1	2.0	17.1	-17.9	-6.2	0.6	3.5	-1.3	76.1*	0.1	-6.8
Cc1ccc(OCCN2C(=O)C(=O)c3cccc(C)c32)cc1	-0.9	-8.3	-15.0	0.1	1.5	0.1	-3.3	-5.2	-4.9	-7.1
O=C(c1ccco1)N1CCN(C(=O)c2ccc(-c3ccccc3Cl)o2)CC1	-1.3	-3.5	-2.8	1.1	-3.0	3.5	0.7	1.4	1.4	0.3
CCOC(=O)c1ccc(S(=O)(=O)N2CCN(C3CC(=O)N(c4ccc(OC)cc4)C3=O)CC2)cc1 (centres undefined)	-5.2	0.6	0.4	9.8	7.4	4.4	0.1	-2.9	0.4	2.1
CCc1cccc(NC(=O)COC(=O)C2COc3ccccc3O2)c1 (centres undefined)	-0.7	-3.1	-3.2	2.3	-1.1	1.7	3.6	3.9	-2.0	-3.9
O=C(COC(=O)/C=C/c1ccc(OC(F)F)cc1)Nc1cccc(S(=O)(=O)N2CCOCC2)c1	1.5	1.1	-12.9	5.6	0.0	0.8	-23.3	0.6	-1.0	-14.9
CCOC(=O)c1sc(=NC(=O)c2ccc(S(=O)(=O)N(C)c3ccccc3)cc2)n(C)c1C	2.2	1.6	-0.6	5.8	3.4	-0.2	-0.3	6.9	1.8	5.2
O=C(NCc1cccnc1)c1nc(-c2ccccc2)n(-c2ccccc2)n1	2.2	-9.6	-0.1	-3.6	0.0	-0.1	2.0	-15.6	-1.5	3.8
CCN(CC)CCCCNc1ncc2cc(-c3cc(OC)cc(OC)c3)c(NC(=O)NC(C)(C)C)nc2n1	1.4	18.5	-1.6	8.0	-0.1	-5.1	-5.8	2.7	-2.8	6.4
Cc1ccc(CNC(=O)C2CCCN2S(=O)(=O)c2ccc3c(c2)C(C)(C)C(=O)N3C)cc1 (centres undefined)	-2.0	0.8	-4.3	-0.7	-1.9	15.8	2.5	2.4	-2.7	3.3
O=C(O)c1ccc2cc(-c3ccccc3)[nH]c2c1	5.3	2.9	1.7	1.9	1.2	-11.1	-4.1	1.9	6.3	6.0
O=C(NNC(=O)c1cccc2ccccc12)c1ccc(Cl)cc1	3.0	-0.6	-0.5	2.1	3.8	3.4	-7.1	5.7	4.7	1.1
Clc1cc2nc[nH]c2cc1Cl	-5.0	2.2	0.2	2.1	-2.8	3.1	10.3	1.1	3.2	6.2
COC(=O)c1ccc(/C=N/Nc2nc(C)c(C)s2)cc1	-1.0	-2.8	-16.6	8.0	-3.7	-9.5	-3.3	1.0	-3.0	-4.4
CCOc1ccc(S(=O)(=O)NNS(=O)(=O)c2ccc(C)cc2C)cc1	4.2	0.8	3.6	-2.8	-1.6	6.6	-0.2	-1.2	3.6	1.4
Cc1ccc(-c2nc3cc(N)ccc3o2)cc1	-5.3	-6.2	8.3	0.0	-5.9	-4.5	15.4	21.9	-1.0	-4.9
CCOc1ccc(N(CC(=O)NC2CCCCC2)C(=O)Cn2nnc(-c3ccc(C)o3)n2)cc1	-1.6	1.7	-32.9	-4.2	-2.0	0.0	-5.1	3.6	2.2	-3.5
COc1ccc(NC(=O)C(c2ccncc2)n2c(=O)c(-c3ccccc3)nc3ccccc32)cc1 (centres undefined)	-0.2	-9.3	nt	6.5	-0.7	-6.4	4.6	-1.2	-1.4	5.6
COc1cccc(N2CCN(C(=O)c3ccc4nc[nH]c4c3)CC2)c1	0.0	2.1	5.6	-0.6	1.2	4.9	1.7	0.0	0.4	13.1
O=C(COC(=O)c1cnccn1)Nc1ncc(Cl)cc1Cl	0.4	11.9	19.9	17.4	0.9	18.8	1.9	2.5	11.2	24.2
COc1ccccc1-c1nnc(NC(=O)C2=COCCO2)o1	4.4	2.8	4.6	0.1	1.2	-3.9	4.2	-2.5	1.6	8.3
CCOC(=O)c1c[nH]c2c(C(=O)c3ccccc3)cc(Cl)cc2c1=O	3.6	2.9	13.1	2.8	3.0	4.0	-6.6	-2.8	2.0	-8.8
Cc1nc2c(Cl)cccc2c2c1CC(CBr)O2 (centres undefined)	-3.0	-0.9	1.1	32.3	2.1	0.5	2.8	-0.9	-5.9	2.9
CCCC(=O)Nc1ccc(-c2nc3cc(C)ccc3o2)cc1	0.3	1.3	-47.8	1.7	2.1	-2.0	-12.2	8.1	0.4	-1.4
O=C(CNC(=O)c1ccc(Cl)cc1)OCN1C(=O)c2ccccc2C1=O	-2.7	-7.6	-6.5	1.3	14.2	3.4	0.9	5.6	-1.1	-7.9
CC(C)c1cc(CNC(=O)c2cc(COc3cncc(Cl)c3)on2)on1	0.4	-3.7	3.4	-4.4	5.4	-1.1	0.7	-1.2	4.2	3.5

(list continues)
SMILES	MBD2 DNA inh	GC-B act	HTRA1 inhibitor	rCAG binder	UHRF1 binding	TCR-CD3 inh	SIAE inh	NPR1 activator	PRMT1 inh	mABHD4 FP
Cc1ccc(-c2nn3c(=O)c(C)nnc3s2)cc1	5.8	-7.5	3.7	-3.4	2.8	1.7	-2.2	-1.5	2.2	2.9
CCCN(CC(=O)Nc1ccccc1C)C(=O)c1oc2ccc(OCC)cc2c1C	-1.8	0.6	-11.3	-0.6	-0.3	-5.1	0.2	-1.4	-0.2	-3.1
COc1ccc(OC)c(C(C)NC(=O)Nc2ccccc2)c1 (centres undefined)	3.6	-3.5	-3.0	-5.2	0.2	2.1	-0.2	-1.0	1.9	-4.8
CN1/C(=C/c2cccc[n+]2CCO)Sc2ccccc21	-3.0	2.4	10.1	-4.5	-23.3	1.6	0.8	-2.6	6.1	5.3
CC1CCCN(C(=O)COC(=O)Cn2cnc3ccccc32)C1 (centres undefined)	-4.8	1.5	2.6	1.7	1.6	-7.4	-1.7	-2.1	-1.9	-8.2
CC(Nc1ccccc1CO)C(=O)Nc1cccc(Cl)c1Cl (centres undefined)	-3.4	-2.2	0.2	-1.8	1.4	9.6	1.3	-3.3	5.8	1.4
CCN(CC)C(=O)C1CCCN(c2ccc([N+](=O)[O-])cc2/C=N/NC(=O)c2ccc([N+](=O)[O-])cc2)C1 (centres undefined)	-1.7	-7.0	8.2	1.4	0.4	3.4	5.0	-5.9	-3.0	-0.6
CC[C@@H]1CCCCc2ccccc2[C@@H](C(=O)C[C@@H](O)CC(C)=O)OC1=O	-5.7	-3.6	5.6	2.2	-4.2	11.8	3.0	-2.6	0.3	2.0
